# Source: PubChem (several laboratories)
# GC-B act = human GC-B receptor activators, primary screen, HEK293 GC-B cells, cGMP TR-FRET, EC30 CNP; Atrial natriuretic peptide receptor 2 (Homo sapiens), P20594; 0% at EC30 CNP, 100% saturating CNP; activation, % at 10 µM; 370,000 tested, 0.11% active;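 active = activation at 10 µM reaching about 35% in either raw or pattern-adjusted values, limit read from the data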
# Target sequence (P20594 whole entry, looked up): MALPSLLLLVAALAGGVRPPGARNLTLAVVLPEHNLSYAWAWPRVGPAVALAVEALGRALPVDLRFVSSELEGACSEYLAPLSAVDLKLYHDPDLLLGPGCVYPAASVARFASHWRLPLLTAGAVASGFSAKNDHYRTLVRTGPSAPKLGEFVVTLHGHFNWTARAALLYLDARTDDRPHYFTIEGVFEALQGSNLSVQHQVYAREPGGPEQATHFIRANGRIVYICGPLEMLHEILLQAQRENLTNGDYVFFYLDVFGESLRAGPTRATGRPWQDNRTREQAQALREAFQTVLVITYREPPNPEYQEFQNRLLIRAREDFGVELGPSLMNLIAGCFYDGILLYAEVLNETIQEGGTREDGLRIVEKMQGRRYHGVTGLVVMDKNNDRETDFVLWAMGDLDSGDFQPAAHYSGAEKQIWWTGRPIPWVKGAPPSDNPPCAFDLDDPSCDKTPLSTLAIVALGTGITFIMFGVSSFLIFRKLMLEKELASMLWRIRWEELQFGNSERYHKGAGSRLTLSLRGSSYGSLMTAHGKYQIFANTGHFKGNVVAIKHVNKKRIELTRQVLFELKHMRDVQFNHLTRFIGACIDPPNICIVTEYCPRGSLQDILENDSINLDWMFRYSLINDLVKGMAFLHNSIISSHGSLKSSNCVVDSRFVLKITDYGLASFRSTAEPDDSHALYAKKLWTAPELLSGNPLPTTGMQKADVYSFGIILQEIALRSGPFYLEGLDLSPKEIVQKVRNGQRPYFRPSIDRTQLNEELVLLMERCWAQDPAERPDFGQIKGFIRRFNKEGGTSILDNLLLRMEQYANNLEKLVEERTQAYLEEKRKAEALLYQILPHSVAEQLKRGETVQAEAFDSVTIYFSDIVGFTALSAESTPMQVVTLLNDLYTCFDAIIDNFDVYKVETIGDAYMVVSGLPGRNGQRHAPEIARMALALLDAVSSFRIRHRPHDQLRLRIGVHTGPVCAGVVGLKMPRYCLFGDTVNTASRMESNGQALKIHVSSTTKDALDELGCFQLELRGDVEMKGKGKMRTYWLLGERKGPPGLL
# NPR1 activator = GC-A stimulated cGMP production enhancers – HEK293 GC-A cells, cGMP TR-FRET, EC30 ANP, primary screen. Atrial natriuretic peptide receptor 1 (Homo sapiens), P16066. AID 1671463, 2021. 370,000 tested, 0.14% active. 0% at EC30 ANP, 100% saturating ANP. activation, % at 10 µM; in the data active = activation above about 40%
# ADAM10 inh = human ADAM10 inhibitors, primary screen, biochemical, QFRET, HTS; Disintegrin and metalloproteinase domain-containing protein 10 (Homo sapiens), O14672; recombinant ADAM10, EDANS/DABCYL FRET peptide cleavage, 3 h; inhibition, % at 7 µM; 370,000 tested, 0.62% active; AID 720582, 2013;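 active = inhibition above a per-campaign cutoff equal to the mean of compounds falling between control-based bounds plus 3 SD, cut at about 20% in these data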;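 note: 0% = DMSO wells while the 100% control is not disclosed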
# SMARCA2 activ = SMARCA2 (BRM) function activators, primary screen, cell-based, luminescence, high throughput. MG213 cells, MMTV-luciferase reporter, dexamethasone, overnight. activation, % at 9.1 µM. 370,000 tested, 1% active. AID 652017, 2013; in the data active = activation above about 7.8%;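 note: 0% = vehicle wells and 100% = reference activator wells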
# ssDAF12 agonist = S. stercoralis DAF-12 nuclear receptor activators, primary screen, cell-based, luminescence, HEK293, GRIP1 co-expression, lit1-tk-luc; HEK293 ssDAF-12/GRIP1 lit1-tk-luc reporter; % of 3 µM dafachronic acid response; activation, % at 6.8 µM; 370,000 tested, 1% active;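 active = activation above the mean over all tested compounds plus 3 SD, cut at about 0.9% in these data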;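 note: 0% = DMSO-only wells and 100% = 3 µM delta7-dafachronic acid wells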
# GAA850 FXN act = FXN promoter activators, primary screen, cell-based, luciferase luminescence, HEK293 lucGAA850 | HEK293 lucGAA850 FXN promoter luciferase reporter, 24 h; percent of 10 µM SAHA response | activation, % at 6 µM | 360,000 tested, 0.56% active;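 active = activation above the average of all compounds screened plus 3 SD, cutoff fixed separately per campaign, cut at about 7.5% in these data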;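 note: 0% = DMSO wells and 100% = 10 µM SAHA wells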
# DAX1 inh-1 = DAX1 (NR0B1) inhibitors, primary screen, cell-based, HEK293, Gal4-DAX1, luciferase luminescence; Nuclear receptor subfamily 0 group B member 1 (Homo sapiens), P51843; HEK293 Gal4-DAX1 luciferase reporter; inhibition, % at 6.75 µM; 340,000 tested, 0.99% active; AID 504766, 2011;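 active = inhibition above the mean over all tested compounds plus 3 SD, cut at about 4.2% in these data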;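 note: 0% = DAX1-transfected cells with DMSO and 100% = empty-vector control cells with DMSO; inhibition shows as a rise in luminescence from relieved DAX1 repression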
# DAX1 inh-2 = DAX1 (NR0B1) inhibitors on StAR promoter, primary screen, cell-based, luminescence, SF-1 (NR5A1), full-length DAX-1; HEK293T StAR-luciferase reporter, SF-1/DAX-1 repression relief; inhibition, % at 6.8 µM; 370,000 tested, 1.1% active; AID 652010, 2013;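 active = inhibition above the mean over all tested compounds plus 3 SD, cut at about 3.6% in these data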;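 note: 0% = DAX-1 cells with DMSO and 100% = cells lacking DAX-1 with DMSO; higher inhibition means more luminescence from relief of DAX-1 repression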
# hcDAF12 agonist = H. contortus DAF-12 nuclear receptor activators, primary screen, cell-based, luminescence, HEK293, lit1-tk-luc reporter. HEK293 hcDAF-12 lit1-tk-luc reporter; 0% DMSO, 100% Δ7-dafachronic acid. activation, % at 6.8 µM. 370,000 tested, 1.4% active;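 active = activation above the mean of all tested compounds plus 3 SD, cut at about 5.5% in these data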;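 note: 100% = response to 3 µM Δ7-dafachronic acid high control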
# hgDAF12 agonist = H. glycines DAF-12 receptor agonists, primary screen, cell-based, luminescence, HEK293, GAL4 fusion, UAS-luciferase; Nuclear hormone receptor DAF-12 (Heterodera glycines), GAL4 fusion; 370,000 tested, 1.8% active; activation, % at 6.8 µM; HEK293 GAL4-hgDAF12 UAS-luciferase reporter, agonist luminescence; normalized to butyrate control; AID 687014, 2013;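 active = activation above a cutoff set at the mean of all screened compounds plus 3 SD, cut at about 10% in these data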;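 note: 0% = DMSO wells and 100% = sodium butyrate wells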
# HGIII-sPLA2 inh = human group III sPLA2 inhibitors, primary screen, biochemical, QFRET, BODIPY PC-A2 liposome substrate. Group 3 secretory phospholipase A2 (Homo sapiens), Q9NZ20. QFRET BODIPY PC-A2 liposome hydrolysis, fluorescence. inhibition, % at 12.2 µM. 370,000 tested, 0.56% active;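 active = inhibition above mean plus 3 SD of compounds lying within the high and low control bounds, cut at about 19% in these data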;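 note: 0% = median of test compound wells and 100% = no enzyme DMSO wells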
# Active calls of the source: *; / = not tested or not shown.
SMILES,GC-B act,NPR1 activator,ADAM10 inh,SMARCA2 activ,ssDAF12 agonist,GAA850 FXN act,DAX1 inh-1,DAX1 inh-2,hcDAF12 agonist,hgDAF12 agonist,HGIII-sPLA2 inh
COCCSc1ccccc1C(=O)N1CCN(Cc2ccc3c(c2)OCO3)CC1,1.6,11.7,-1.8,-1.4,-1.0,3.2,-1.2,-0.3,-1.6,0.1,1.1
Cc1ccccc1C(=O)NC1CCN(C(=O)N(c2ccccc2)c2ccccc2)CC1,0.4,1.4,-4.4,-2.7,-0.9,-0.6,-1.2,-0.6,-1.9,-1.9,-7.4
CCOC(=O)c1sc(=NC(=O)c2cccc(C)c2)n(C)c1C,4.5,4.0,1.0,13.4*,-0.6,3.5,0.8,3.8*,2.4,7.2,3.6
CC(=O)c1c(COC(=O)c2ccc(C)cc2)nc2ccccc2[n+]1[O-],2.2,2.6,-6.9,-4.1,-1.1,1.4,/,-0.4,-0.3,1.1,-1.6
Cc1ccc(-c2cc(-c3nnc(SCC(=O)N4c5ccccc5Sc5ccc(Cl)cc54)n3N)[nH]n2)cc1,-2.2,-8.4,0.5,-1.0,-2.0,/,/,0.8,-0.3,5.9,0.5
Fc1ccc(-[n+]2nc(Nc3ccccc3)sc2-c2cccc(Cl)c2Cl)cc1,-16.5,-15.2,7.0,-0.9,-1.3,-1.6,-0.2,-0.3,-2.2,-0.5,-19.2
CC(CNS(=O)(=O)c1ccc2c(c1)NC(=O)CCS2)c1ccccc1 (centres undefined),-5.7,1.3,-0.8,-1.3,-0.8,-3.4,-0.6,-0.1,-0.9,2.4,-17.8
O=C(/C=C/c1ccccc1)NCC(=O)N/N=C/c1cccs1,-0.3,3.1,1.1,6.1,-0.1,0.1,-0.2,-0.8,-2.9,-2.0,3.3
COc1cc(C2C(C(=O)c3ccco3)=C(O)C(=O)N2CCc2ccccc2)ccc1O (centres undefined),0.8,0.2,2.3,-6.3,-1.4,-1.5,0.0,-0.4,-0.9,0.0,-2.7
COC(=O)c1cc(C#N)c(N2CCN(C)CC2)nc1C,-2.5,2.4,-3.8,-0.8,-1.0,0.5,-0.8,0.6,-1.5,-1.0,-1.1
O=C(Cc1ccccc1)NN1C(=O)C2C(C1=O)C1C=CC2C12CC2 (centres undefined),3.4,1.4,0.3,0.4,-0.6,1.1,-1.0,-0.5,0.3,-0.8,-1.6
COc1ccc(CCNC(=O)C(=O)NCC2OCCN2S(=O)(=O)c2ccc(OC)c(OC)c2)cc1 (centres undefined),9.9,-0.2,-14.5,0.0,-1.0,0.9,-0.8,-0.7,-1.6,0.0,0.3

# Shown as a hit in SMARCA2 activ (from the list above):
Structure | GC-B act | NPR1 activator | ADAM10 inh | SMARCA2 activ | ssDAF12 agonist | GAA850 FXN act | DAX1 inh-1 | DAX1 inh-2 | hcDAF12 agonist | HGIII-sPLA2 inh
CCOC(=O)c1sc(=NC(=O)c2cccc(C)c2)n(C)c1C | 4.5 | 4.0 | 1.0 | 13.4* | -0.6 | 3.5 | 0.8 | 3.8* | 2.4 | 3.6

# The listing continues.
SMILES,GC-B act,NPR1 activator,ADAM10 inh,SMARCA2 activ,ssDAF12 agonist,GAA850 FXN act,DAX1 inh-1,DAX1 inh-2,hcDAF12 agonist,hgDAF12 agonist,HGIII-sPLA2 inh
CCN1CCN(c2ccc(Cl)cc2NC(=O)c2ccco2)CC1,-2.9,-6.1,6.1,-1.8,-1.2,1.9,-0.1,-0.4,0.4,0.8,-8.2
CN1CCN(C(=O)c2ccc3c(c2)N(Cc2cccc(Cl)c2)C(=O)c2ccccc2S3=O)CC1 (centres undefined),4.2,-4.0,-5.8,-0.4,-1.1,-1.2,2.7,0.4,-1.1,-3.2,-2.7
O=C(NCC1CCCO1)c1cc(-c2ccco2)nc2ccccc12 (centres undefined),7.4,9.3,-470.0,-4.3,-0.4,1.6,0.2,0.6,2.2,1.7,0.4
COc1cccc2c(=O)n(CC(=O)NC3CCCC3)ccc12,-0.3,2.6,-50.0,-2.1,-0.8,1.3,1.6,2.8,1.7,2.2,9.2
Cc1ccc(C)c(C(=O)COC(=O)c2c(-c3ccccc3)noc2C)c1,-5.1,-1.8,1.6,1.6,-1.1,-0.1,-0.6,-2.1,-2.5,4.0,-7.3
CCCCC(=O)NC1(C(F)(F)F)NC(=O)N(Cc2ccccc2)C1=O (centres undefined),-3.2,2.3,-4.5,-1.4,-1.0,0.5,0.6,0.9,-0.8,0.9,2.0
COc1ccc(/C=C/C(=O)OCC(=O)NCc2ccccc2Cl)cc1OC,2.6,-0.9,-101.9,2.2,-0.5,-0.9,1.6,0.1,-1.4,-1.2,3.8
CC(C)(C)NC(=O)CN1CCC(O)(c2ccc3c(c2)OCO3)CC1,-4.7,-0.6,2.7,-0.3,-1.3,2.2,-0.3,-0.5,-0.8,-2.7,5.0
CS(=O)(=O)c1cnc(-c2ccccc2)nc1Oc1ccc(F)cc1,-3.3,-4.0,4.4,-2.0,-1.4,1.2,0.6,-0.6,1.8,0.2,12.8
COc1cccc(/C=N/NC(=O)c2ccccc2N(Cc2ccccc2)S(=O)(=O)c2ccccc2)c1OC,13.5,0.9,5.4,0.1,-1.8,0.8,-0.8,-0.8,-2.2,-0.9,-17.1
O=C(CCc1ccccc1Cl)Nc1cccc(S(=O)(=O)N2CCCC2)c1,-0.5,-3.5,-5.4,-1.5,-1.7,0.2,0.6,-2.9,-1.6,-2.8,-14.1
CCn1c(C)nc2cc(C(=O)NNS(=O)(=O)c3c(F)cc(F)c(Cl)c3F)ccc21,0.6,-4.7,-1.0,-2.6,-1.2,2.4,-0.3,0.0,-0.7,0.6,11.0
Cc1ccc(S(=O)(=O)N2CCC(C(=O)OCC(=O)NC3(C#N)CCCCC3)CC2)cc1C,5.4,0.9,-0.8,0.3,-0.4,2.5,-1.2,1.2,-1.4,-0.9,-17.6
CCC(C)CCN1C(N(C)C)=NC[C@@H]1CC(C)C (some centres undefined),-19.3,-11.8,-2.0,-0.4,-1.3,0.2,2.8,0.0,0.4,0.0,-12.5
O=C(CNC(=O)c1ccccc1)N/N=C/C=C/c1ccccc1,-4.5,-0.6,0.3,-2.0,-1.0,-1.5,0.5,0.6,-0.7,0.0,-0.3
COC(=O)CC1C(=O)NCCN1C(=O)CSc1nnnn1-c1ccc(Cl)cc1 (centres undefined),2.5,-0.5,-5.4,-1.0,-1.0,1.2,-0.4,0.2,-0.3,-0.5,2.6
O=C(Nc1nc2c(c(=O)[nH]1)CCCC2)C1CC1,1.1,-4.1,-0.4,-0.2,-1.1,-1.5,0.0,0.1,-0.8,-0.5,-3.3
O=C(NCCc1ccccc1Cl)[C@@H]1CCCN1C(=O)[C@@H](NS(=O)(=O)c1ccc(F)cc1F)c1ccccc1,4.8,2.6,5.5,-2.1,-1.4,/,/,-0.2,-0.2,-5.8,-18.2
CC(=O)c1ccc(OCC(=O)Nc2cccc(C(=O)Nc3c(C)n(C)n(-c4ccccc4)c3=O)c2)cc1,-7.1,-1.1,-12.9,-3.0,-1.3,-1.8,0.4,-0.8,0.0,-0.1,8.0
COc1ccc(Oc2ncc(CN3CCN(c4ccccc4)CC3)s2)cc1,6.1,5.3,3.0,-4.1,-0.8,0.8,-0.1,-0.3,-1.7,-1.1,-6.6
COCCCNC(=O)CC1C[C@H](C(=O)N2CCCCC2)[C@@]2(CCc3ccccc3)c3[nH]c4ccc(OC)cc4c3CCN2C1=O (some centres undefined),-6.4,-8.3,-8.4,-0.7,-0.4,-0.6,-0.7,1.3,-1.1,-0.1,1.7
CCC(N1CCOC1=O)S(=O)(=O)c1ccc(C)cc1 (centres undefined),-1.3,-1.3,0.2,-2.3,-0.8,0.7,-0.7,0.0,-1.4,-1.8,4.8
O=C(OCC(=O)N1CCCCC1)c1cc(=O)[nH]c2ccccc12,3.6,-3.2,-139.7,4.3,-0.5,1.1,1.4,4.9*,2.9,5.7,3.5
COc1ccc(N(CC(=O)NCCSC2CCCCC2)S(=O)(=O)c2ccccc2)cc1OC,2.7,2.3,-8.9,-2.7,-1.0,1.8,1.0,-1.8,-1.0,2.2,3.4
COc1cccc(C2C3=C(N=c4s/c(=C\c5cccc(O)c5)c(=O)n42)c2ccccc2CC3)c1OC (centres undefined),-3.5,-13.3,-3.3,0.3,-1.4,-2.5,-0.1,-0.2,0.1,-2.2,-30.3
CNC(=O)c1c[nH]c2ccc(S(=O)(=O)Nc3cccc(SC)c3)cc2c1=O,-1.8,3.6,-8.5,-1.6,-1.3,-0.9,-0.5,0.3,1.5,4.5,-11.8
Cc1nc(Nc2nc(CSc3ccc(Cl)cc3)cc(=O)[nH]2)nc2ccccc12,-4.0,-2.1,-5.1,-2.8,-1.7,-0.8,-0.3,-0.4,-2.6,2.5,7.9
O=C(Nc1ncc([N+](=O)[O-])s1)c1cccc([N+](=O)[O-])c1,2.7,2.2,-4.7,3.9,0.1,3.9,4.6*,1.4,5.9*,13.9*,5.3
CC1Cc2ccccc2N1S(=O)(=O)c1ccc(Cl)nc1 (centres undefined),3.4,-6.8,0.0,0.4,-1.1,0.7,-0.1,-0.6,-1.2,-1.3,-1.4
COc1cc2[nH]c(C(=O)N3CCc4ccccc4C3)cc2c(OC)c1OC,-2.4,0.7,-9.4,-2.6,-1.8,0.7,0.8,0.4,-0.9,1.0,-6.6
N=c1n(CCN2CCOCC2)c2ccccc2n1Cc1ccccc1Br,-3.4,-11.0,-9.1,-2.5,-1.8,-5.2,0.4,-0.1,1.2,0.2,5.3
O=C(CN1C(=O)NC2(CCCCC2)C1=O)Nc1ccccc1Cl,7.1,2.3,-2.2,0.6,-1.8,-1.8,-0.7,0.4,-2.4,2.9,-2.6
Cc1nc2c(C)cccc2c(SC(=N)N)c1CC=C(Cl)Cl,2.5,3.0,-3.5,-2.8,-1.2,0.5,-0.6,-0.2,0.6,2.0,0.0
